# Screening data: PubChem BioAssay, The Scripps Research Institute Molecular Screening Center
# M1 ag parental: nonselective activator or artifact in parental CHO-K1 cells; hit rate 0.48% among 360,000; Fluo-8 calcium fluorescence; scaled to maximal ATP response, vehicle zero; activation, % at 3 µM; in the data active means activation above about 15%;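 further: untransfected CHO-K1 host cells lacking M1 receptor as counterscreen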
# GPR7 antagonist: human neuropeptides B/W receptor 1 antagonism; inhibition, % at 4.4 µM; GPR7-expressing cells, fluorescence antagonist assay; P48145; hit rate 1.1% among 290,000; in the data active means inhibition above about 16%, passing the limit was not always enough;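 further: cells stimulated with the agonist NPW; 0% = agonist with vehicle and 100% = vehicle without agonist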
# OXTR agonist: agonists of human oxytocin receptor; hit rate 0.32% among 320,000; CHO-OTR cells, Fluo-8 calcium fluorescence; normalized: DMSO 0%, oxytocin 100%; activation, % at 3 µM; AID 2435;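 active means activation above the mean of all tested compounds plus 3 SD, cutoff set per screening run, cut at about 20% in these data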;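 further: peak over basal fluorescence ratio from a 100 s FLIPR kinetic read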
# Target sequence (P30559 whole entry, looked up): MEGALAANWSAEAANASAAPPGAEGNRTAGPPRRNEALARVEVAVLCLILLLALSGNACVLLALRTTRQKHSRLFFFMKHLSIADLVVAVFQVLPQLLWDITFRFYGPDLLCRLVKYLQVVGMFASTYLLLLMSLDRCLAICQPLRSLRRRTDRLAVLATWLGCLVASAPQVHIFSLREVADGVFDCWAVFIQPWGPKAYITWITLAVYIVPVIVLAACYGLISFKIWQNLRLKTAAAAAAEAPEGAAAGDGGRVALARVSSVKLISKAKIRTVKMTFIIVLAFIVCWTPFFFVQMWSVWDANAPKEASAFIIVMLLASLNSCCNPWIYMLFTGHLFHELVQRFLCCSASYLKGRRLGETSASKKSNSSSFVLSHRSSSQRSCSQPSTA
# M1 PAM parental: M1 PAM counterscreen hit in parental CHO-K1 cells; activation, % at 3 µM; hit rate 0.02% among 360,000; ATP EC20, Fluo-8 calcium fluorescence; 0% at ATP EC20, 100% at ATP max;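 active means activation above the run cutoff, the mean activation of all test compounds plus 3 SD, cut at about 40% in these data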;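 further: peak over basal fluorescence ratio in a 140 s read after ATP addition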
# TAAR1 antagonist: human TAAR1 antagonism | Q96RJ0 | CHO RD-HGA16 TAAR1, Fluo-8 calcium fluorescence, antagonist | inhibition, % at 3 µM | hit rate 1.5% among 360,000 | AID 624466;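 active means inhibition above a per-plate cutoff, the mean inhibition of test compounds on that plate plus 3 SD, cut at about 49% in these data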;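 further: 0% = DMSO plus EC80 beta-PEA response and 100% = DMSO alone without agonist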
#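 System: RD-HGA16 CHO cells with stable hTAAR1 and Gα16 | Probe or stimulus: EC80 β-phenethylamine stimulus | Dosing: 3 µM, single point | Times: Dye loading 75 min at 37 °C, then 30 min room temperature | Measured by: Fluo-8 calcium-sensitive fluorescence | Read-out basis: % inhibition of agonist calcium response | Replicates: n of 1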
# CHO-K1 Ca antag: M1 antagonist counterscreen hit in parental CHO-K1 cells | ATP-induced calcium, Fluo-8 fluorescence | inhibition, % at 3 µM | hit rate 0.6% among 360,000 | AID 602250;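 active means inhibition above a per-plate cutoff, the plate's mean sample inhibition plus 3 SD, cut at about 24% in these data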;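 further: 0% = DMSO plus EC80 ATP and 100% = DMSO alone without ATP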
# CHO parental Ca: counter-screen: ATP calcium response change in parental CHO cells; hit rate 0.63% among 330,000; parental CHO-K1, ATP-induced calcium, Fluo-8 fluorescence; inhibition, % at 5.6 µM;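 active means inhibition above that plate's mean sample inhibition plus 3 SD, cut at about 26% in these data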;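 further: 0% = ATP-challenged DMSO wells and 100% = DMSO wells without ATP; some compounds past the cut are filed as inactive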
#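 material = parental CHO cells | also added = ATP as calcium-mobilizing challenge | dosing = single point at 5.6 µM | detection = intracellular calcium via Fluo-8 no-wash fluorescent dye | read-out = % inhibition | benchmarks = low control ATP plus DMSO, high control DMSO only | repeats = one well per compound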
# V1R ag counter: activates human V1a receptor in oxytocin agonist counter-screen; P37288; CHO-V1R cells, Fluo-8 calcium fluorescence, agonist mode; 0% DMSO, 100% 3 nM vasopressin; activation, % at 3 µM; hit rate 0.25% among 320,000; AID 2797;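 active means activation above the mean activation of all tested compounds plus 3 SD, per screening run, cut at about 20% in these data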;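 further: signal is peak over basal fluorescence ratio across a 100 second FLIPR read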
# Target sequence (P37288 whole entry, looked up): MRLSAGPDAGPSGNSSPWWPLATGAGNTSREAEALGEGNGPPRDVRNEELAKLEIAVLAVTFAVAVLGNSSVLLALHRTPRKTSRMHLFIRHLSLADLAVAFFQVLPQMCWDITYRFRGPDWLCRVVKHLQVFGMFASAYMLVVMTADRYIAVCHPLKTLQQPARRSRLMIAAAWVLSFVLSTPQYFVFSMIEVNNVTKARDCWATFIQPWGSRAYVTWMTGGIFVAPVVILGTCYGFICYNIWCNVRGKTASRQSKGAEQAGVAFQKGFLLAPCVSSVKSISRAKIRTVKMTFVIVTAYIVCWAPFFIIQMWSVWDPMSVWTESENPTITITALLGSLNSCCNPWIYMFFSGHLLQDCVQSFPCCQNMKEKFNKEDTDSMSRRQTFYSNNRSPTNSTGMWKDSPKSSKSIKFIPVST
# OXTR potentiator: potentiators of human oxytocin receptor; P30559; CHO-OTR cells, Fluo-8 calcium fluorescence, potentiator mode; 0% = oxytocin EC15, 100% = EC100; activation, % at 3 µM; hit rate 0.061% among 320,000; AID 2445;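 active means activation above that plate's cutoff, the mean activation of tested compounds plus 3 SD, cut at about 6.6% in these data, passing the limit was not always enough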;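 further: 100% uses oxytocin at 75 nM as the full agonist control; some results filed as inactive read as strong as hits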
#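 Measured by – Fluo-8 calcium dye fluorescence · Test system – human OTR in CHO cells · Dosing – one concentration, 3.0 µM compound · Controls – EC15 oxytocin alone as 0%, 75 nM oxytocin as 100% · Evaluation – normalized max/min fluorescence ratio, % activation · Timing – 6 min pre-incubation, 100 s read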
# Numbers without * were called inactive; nt = no result given. Outcome played no part in choosing rows, and some 3.5% of all compounds hit somewhere here.
SMILES,M1 ag parental,GPR7 antagonist,OXTR agonist,M1 PAM parental,TAAR1 antagonist,CHO-K1 Ca antag,CHO parental Ca,V1R ag counter,OXTR potentiator
CSc1ccc(Cl)c(C(=O)N2CCN(CC(=O)N3CCCC3)CC2)c1,0.6,nt,2.3,17,5,-6,-23,0.4,-3
COc1ccc(NC(=O)NCCN2CCN(c3cc(OC)ccc3OC)CC2)cc1,0.5,-7,0.6,9,0,-2,-9,1.1,-3
C[C@H](NC(=O)[C@H]1N2C(=O)c3ccccc3C2SC1(C)C)C(=O)N1CCCCC1 (stereo partly drawn),0.6,-2,-1.0,1,-25,-14,-15,0.1,-12
c1ccc(CCN(Cc2ccccc2)Cc2nc(C3CC3)no2)cc1,-0.3,1,-2.5,9,-5,-2,-27,-0.3,-10
O=C1NC[C@H](CCCCN2C[C@H](Cc3ccccc3)N(CCC3CCCCC3)C(=O)C2=O)N(CCc2ccccc2)C1=O,0.8,nt,nt,12,-10,-11,nt,nt,nt
COC(=O)c1ccnc(/C=N/O)c1,0.2,-2,1.0,12,-1,-10,7,0.6,-7
Cc1ccc(Nc2cccccc2=O)cc1,-1.0,-8,-1.9,2,-1,8,-8,2.0,-1
CC(=O)c1ccc(Nc2nc3ccccc3nc2NS(=O)(=O)c2cccs2)cc1,1.2,-9,7.2,-8,-16,-14,-3,11,-10
COc1ccc(OC)c(S(=O)(=O)CC(O)COc2ccccc2Cl)c1 (stereo not drawn),3.4,-1,2.3,1,-8,-3,-12,2.1,-9
Cc1cc(C(=O)CSc2ccc(F)cc2)cc(C)c1O,0.7,-1,-1.4,3,30,-17,-14,0.1,-13
CC1CCC2(CC1)NC(=O)N(CC(=O)c1ccc3c(c1)OCO3)C2=O (stereo not drawn),1.7,-7,0.7,-2,-14,-1,-4,0.6,0
COc1cc(NC(C)=O)ccc1NC(=O)c1cc2ccccc2o1,0.9,-11,1.0,-3,11,7,-12,0.6,-1
COc1ccc(NC(=S)N2CCN(C/C=C/c3ccccc3)CC2)cc1,2.6,-10,2.7,9,12,-6,-5,2.0,-8
Cc1ccc(-n2nnnc2SCC(=O)Nc2cc(C)on2)c(C)c1,1.4,9,0.8,-3,-8,-4,-9,3.7,-6
O=c1oc(-c2cccs2)nc2ccc(Br)cc12,0.4,-4,-1.0,13,-20,-5,-3,0.0,-2
CCOc1ccc(C(=O)Nc2cccc(-n3cnnn3)c2)cc1OCC,3.4,-1,-1.0,1,45,-2,-8,0.8,-18
O=c1ccc(S(=O)(=O)N2CCCC2)cn1Cc1ccc(Cl)cc1Cl,12,nt,10,-8,-1,3,-13,10,-9
COc1ccc(S(=O)(=O)Nc2ccc(S(=O)(=O)N3CCCCC3)cc2)cc1,5.0,-8,21*,22,1,-17,22,24*,-26
CCOC(=O)c1c(C(C)(C)C)oc2ccc(O)cc12,-0.8,-8,-1.7,-5,nt,18,-7,-1.4,-5
COc1ccc(C(C)NC(=O)Nc2ccc(C(C)=O)cc2)cc1OC (stereo not drawn),2.7,-9,1.6,-7,-20,-4,-18,4.5,-2
CN(CC(=O)Nc1ccccc1C(F)(F)F)C(=O)C1CC1,0.5,nt,0.2,-11,-5,-7,-11,0.0,0
Cc1ccccc1C(=O)N1CCN(c2ccc(NC(=O)Cc3ccccc3)cc2)CC1,3.4,-5,0.9,18,-8,-16,-1,2.4,-10
O=C(NCCc1ccccc1)C1CCC(=O)N(Cc2cccc(C(F)(F)F)c2)C1 (stereo not drawn),1.5,3,nt,3,-4,-6,nt,nt,nt
CC(=O)c1ccc(NC(=O)COC(=O)c2ccccc2Nc2ccccc2)cc1,0.6,5,-0.3,-7,19,0,-9,1.8,-4
COc1ccc(-c2cc(C(=O)NCCCn3ccnc3)no2)cc1OC,-0.3,-1,-0.8,-6,-7,13,-4,-0.7,-10
O=C(CCNC(=O)c1ccc([N+](=O)[O-])cc1)Nc1cccc(S(=O)(=O)N2CCCCC2)c1,2.3,2,-0.2,-8,-22,-11,-9,-0.9,-2
CCC[C@H]1NC(=O)[C@H](C)N(C)C(=O)C(C)(C)C(=O)C(C)NC(=O)[C@H](Cc2ccc(OC)cc2)N(C)C(=O)[C@H](C(C)C)N(C)C(=O)CNC(=O)[C@H](CC(C)C)N(C)C(=O)CNC(=O)[C@H]([C@@H](C)CC)OC(=O)[C@H]1C (stereo partly drawn),nt,nt,-0.1,nt,nt,nt,-51,-0.4,0
CCOC(=O)CCc1c(C)c(C#N)c2[nH]c3ccccc3n2c1=O,1.7,-5,10,0,9,5,-11,5.9,-20
O=C(CN1CCN(Cc2ccccc2)CC1)N/N=C/C=C/c1ccco1,0.1,-11,-0.6,5,-12,1,-2,-0.1,2
CCCN(CCO)Cc1ccc2ccccc2c1,0.8,3,1.1,7,-1,7,-11,-0.4,-4
CCCCN(C(=O)c1ccc([N+](=O)[O-])o1)c1c(N)n(CC(C)C)c(=O)[nH]c1=O,0.9,nt,0.0,2,-13,2,-27,-0.8,-9
CCC(C)/C(C)=N/NC(=O)CSc1nc2ccccc2[nH]1 (stereo not drawn),0.2,-13,0.1,13,-13,-7,-22,3.6,-9
CC(=O)c1cccc(NC(=O)CCCOc2ccc(C)cc2)c1,3.4,-3,-1.2,24,20,-11,-19,4.3,-4
CC(C)CNC(=O)CN(c1cccc(Cl)c1)S(C)(=O)=O,0.1,-12,0.5,1,1,-7,-13,0.9,-4
COc1ccc(-c2csc(NC(=O)C3CC(=O)N(c4ccc5c(c4)OCCO5)C3)n2)cc1 (stereo not drawn),6.6,7,9.4,24,3,-7,7,5.8,-8
CC(C)CC(=O)N/C(N)=N/c1nc2ccccc2o1,1.9,-14,-2.9,8,-19,-3,-4,2.9,-6

# The last 3 entries of the section above come first, to join the parts:
SMILES,M1 ag parental,GPR7 antagonist,OXTR agonist,M1 PAM parental,TAAR1 antagonist,CHO-K1 Ca antag,CHO parental Ca,V1R ag counter,OXTR potentiator
CC(C)CNC(=O)CN(c1cccc(Cl)c1)S(C)(=O)=O,0.1,-12,0.5,1,1,-7,-13,0.9,-4
COc1ccc(-c2csc(NC(=O)C3CC(=O)N(c4ccc5c(c4)OCCO5)C3)n2)cc1 (stereo not drawn),6.6,7,9.4,24,3,-7,7,5.8,-8
CC(C)CC(=O)N/C(N)=N/c1nc2ccccc2o1,1.9,-14,-2.9,8,-19,-3,-4,2.9,-6
O=C1C2CCCN2C(c2cccs2)N1c1ccc(Cl)cc1 (stereo not drawn),-0.1,-6,-0.2,6,2,5,-10,0.6,-10
O=C(NC1CCCCC1)c1ccc([N+](=O)[O-])cc1,0.2,nt,nt,14,11,-16,nt,nt,nt
COc1ccc(CC(NC(C)=O)C(=O)NC2CCN(c3c4c(nc5ncnn35)CCC4)CC2)cc1OC (stereo not drawn),nt,-1,0.8,nt,nt,nt,-3,0.4,-6
COc1cccc2c(=O)c3c(cnn3C)n(C)c12,0.0,-4,-0.6,4,-17,-3,13,-0.8,-12
CC1Nc2ncnc(N3CCOCC3)c2N(Cc2ccccc2)C1=O (stereo not drawn),-0.3,nt,0.6,2,17,1,-19,1.6,0
CCCn1cc(NC(=O)c2cc(-c3ccccc3)on2)cn1,1.7,8,4.2,1,15,1,-11,2.8,-12
c1cc(-c2ccc(N3CCOCC3)cc2)n2ccnc2c1,0.1,nt,nt,-3,-9,9,nt,nt,nt
O=C(NC1CCS(=O)(=O)C1)c1ccc(S(=O)(=O)N2CCCCC2)cc1 (stereo not drawn),7.9,-5,0.4,12,5,1,-5,0.3,-8
Cc1cc(CNC(=O)CC2C(=O)NCCN2Cc2ccccc2C(F)(F)F)nn1C (stereo not drawn),0.7,-5,1.3,4,-9,-6,-5,-0.2,-2
COc1ccc2c(c1)C(=O)N(c1ccc(C)cc1)C(=O)C2,-0.2,-4,-0.9,4,8,-5,-14,0.1,-8
COc1ccc(-n2c(COc3cccc4ccccc34)nnc2SCC(=O)NCc2ccco2)cc1,0.5,6,1.3,-2,21,9,-12,1.5,-8
Cc1c(NS(=O)(=O)c2ccc(Br)s2)c(=O)n(-c2ccccc2)n1C,1.7,-9,-0.5,20,2,-16,-11,-1.3,-12
CC(=O)OC/C=C(\C)CCC=C(C)C,0.3,nt,1.1,-9,-9,8,-3,0.8,-2
COc1ccc(OC)c(NC(=O)CCN2C(=O)c3ccccc3C2=O)c1,1.4,-8,nt,21,4,-15,nt,nt,nt
Cc1ccccc1C(=O)N1CCC(C(=O)Nc2ccc(F)cc2)CC1,0.7,3,1.1,19,0,-6,5,1.8,-16
CC(=O)C1C(c2cccc(F)c2)c2c(n[nH]c2C)CC1(C)O (stereo not drawn),0.7,-4,0.8,5,-19,2,-5,-0.3,-7
CCn1cc(CNC(=O)c2ccc(Cl)c([N+](=O)[O-])c2)c(C)n1,1.3,6,0.0,-6,-16,-5,4,2.5,-3
CCOc1ccc2nc(SCC(=O)N(CC(C)C)c3c(N)n(Cc4ccccc4)c(=O)[nH]c3=O)[nH]c2c1,-0.6,nt,-0.9,-18,-5,9,-28,-1.6,1
CN(Cc1c(F)cccc1Cl)C(=O)c1ccc2ccccc2n1,6.6,-2,3.4,13,12,-15,-8,2.1,-7
CN(C)CCNc1ncnc2c1sc1nc(-c3ccccc3)c3c(c12)CCCC3,0.0,-12,2.8,4,-9,-7,-7,0.6,-5
COC(=O)c1cn(C(=O)c2ccc(C)cc2)c2ccccc12,3.2,-8,-1.1,10,4,14,-3,0.0,2
COc1ccc(CC(=O)OCC(=O)NC(=O)NC23CC4CC(CC(C4)C2)C3)cc1,1.2,0,1.3,7,12,-7,-11,0.8,-1
Cn1nccc1NS(=O)(=O)c1ccc(NC(=O)C(F)(F)F)cc1,0.2,1,0.7,17,-20,-3,-19,0.5,1
COc1ccc(CNC(=O)CN(Cc2ccc(C)cc2)S(=O)(=O)c2ccc(Cl)cc2)cc1,1.5,-18,2.1,21,59*,-4,-4,7.5,-20
Cc1nc2ccc(NC(=O)N3CCOCC3)cc2nc1C,1.2,7,0.0,17,5,-13,-11,0.3,-1
COc1cc(C2/C(=C(\O)c3ccc4c(c3)CC(C)O4)C(=O)C(=O)N2Cc2ccco2)ccc1O (stereo not drawn),-0.3,3,0.8,14,12,-16,-2,-0.1,5
O=C1CC[C@@H](C(=O)O)N1,0.4,nt,1.5,21,-24,-4,-3,2.1,-6
O=C1c2cccc3cccc(c23)C(=O)N1c1ccccn1,-0.1,4,-1.3,-13,-3,15,-12,-0.7,3
CCOC(=O)c1ccc(NC(=O)C2CC2)cc1,-0.4,-4,-0.1,-12,1,21,-6,0.1,-4
